Source: PubChem BioAssay
RORg inh – inhibitors of mouse ROR gamma transcriptional activity. Drosophila S2 Gal4-RORgamma UAS-luciferase reporter, 20 h. 310,000 compounds, 5.4% hits. Potency, µM (series often up to 53.6 µM), for inactives: at the top dose activity change, negative = inhibition, hits mostly inhibitors. AID 2551. P51450; further: on the % scale 0 is the no-effect control and ±100 the full control effect; nearly all actives have a fitted effect of over 60% in size
Target sequence (P51450 whole entry, looked up, the tested form may be a part): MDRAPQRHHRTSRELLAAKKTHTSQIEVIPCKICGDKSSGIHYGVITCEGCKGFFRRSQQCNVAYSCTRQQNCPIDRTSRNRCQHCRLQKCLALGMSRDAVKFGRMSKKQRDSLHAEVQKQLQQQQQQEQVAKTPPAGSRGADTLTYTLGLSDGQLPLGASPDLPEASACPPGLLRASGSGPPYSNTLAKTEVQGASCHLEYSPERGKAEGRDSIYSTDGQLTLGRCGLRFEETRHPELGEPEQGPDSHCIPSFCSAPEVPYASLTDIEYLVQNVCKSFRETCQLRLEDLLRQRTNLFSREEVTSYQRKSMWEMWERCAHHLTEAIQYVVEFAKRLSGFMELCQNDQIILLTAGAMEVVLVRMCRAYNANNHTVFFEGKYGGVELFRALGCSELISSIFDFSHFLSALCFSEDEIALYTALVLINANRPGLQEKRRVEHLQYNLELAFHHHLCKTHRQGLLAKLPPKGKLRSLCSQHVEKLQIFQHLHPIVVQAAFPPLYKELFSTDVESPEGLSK
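Stably transfected Drosophila Schneider cells are the test system, with ROR gamma fused to Gal4 and luciferase under UAS control; luminescence is read after 20 hr of 700 uM copper sulfate induction at ambient temperature.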
NPC1 prom act – NPC1 promoter activation; 320,000 compounds, 2.4% hits; AID 485313; Potency, µM (series often up to 9.22 µM), inactives show top-dose activation, hits mostly activators; Huh7 NPC1 promoter luciferase reporter, 24 h;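 further: % of control where 0% means no effect; nearly all actives have a fitted effect of over 60% in size; reporter is driven by a mutant NPC1 promoter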
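Cells: Huh7 expressing luciferase under the NPC1 promoter, 1500/well. Seeded 2 h, compound added, incubated 24 h at 37 °C. Luciferase reagent, 10 min ambient, then luminescence.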
p53 reactivator – restores transcriptional activity of mutant p53. H1299 p53-A138V BP100-luciferase reporter, luminescence, 24 h. Potency, µM (highest dose often 92.2 µM), for the others: at the highest dose activity change, positive = activation, hits mostly activators. 320,000 compounds, 0.063% hits; further: % of control where 0% means no effect; nearly all actives have a fitted effect of over 45% in size
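H1299 (p53-null), stable ts p53-A138V + BP100-Luc; 1000 cells/well, Opti-MEM/10% FBS; cpd 4 pt, 1:5; 24 h, 37 deg C, 5% CO2; detection reagent 10 min RT; luminescence.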
BRCA1 expr act – increases BRCA1 expression; AID 624202; Potency, µM (highest dose often 46.1 µM), for the others: at the highest dose activation, usual class: activators; 380,000 compounds, 1.1% hits; MCF7-BRCA1-FFLuc reporter, luminescence, 48 h; response scale: scaled: vehicle 0%, 10 µM genistein 100%; further: nearly all actives have a fitted effect of over 80% in size; some results filed as inactive show a strong effect at the top dose
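Using MCF7 cells harboring a BRCA1 firefly luciferase reporter, plated 2 h before compound pinning, the screen measured luminescence after 48 h incubation. Responses were normalized to DMSO and 10 microM genistein, then fitted for concentration-effect.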
MBNL1 CUG block – inhibitors of human MBNL1 binding to CUG repeat RNA. Q9NR56. TR-FRET MBNL1-His/biotin-(CUG)12 binding, 665/545 ratio. Potency, µM (series often up to 57.5 µM), for inactives: top-dose activity change, negative = inhibition, actives largely listed as inhibitors. 280,000 compounds, 0.036% hits; active means well fitted inhibition curve with a large enough effect in the signal ratio, with a control signal flat, not every such curve was filed as active; inconclusive means small, poorly fitted or top-dose-only effect, or effect the other way, or a change in a side signal; inactive means no such curve, though single readings can be large or run the other way; the % refers to the signal ratio; further: on the % scale 0 is the no-effect control and ±100 the full control effect
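TR-FRET readout: Ex 340 nm, 665/545 nm emission ratio, normalized to buffer-only (basal) and MBNL1-(CUG)12 controls. Complex of MBNL1-His with Biotin-(CUG)12, compounds 92 nM–58 uM, incubated 60 min at room temperature.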
ELG1 genotox – induces genotoxicity in HEK293T cells with luciferase-tagged ELG1 | HEK293T ELG1-luciferase reporter, luminescence, 16 h | Potency, µM (titrated, usually from 46 µM), for inactives: top-dose activity change, positive = activation, actives largely listed as activators | 330,000 compounds, 1.3% hits; further: % of control where 0% means no effect; nearly all actives have a fitted effect of over 60% in size
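HEK293T cells expressing luciferase-tagged ELG1 were treated with compound or DMSO for 16 hr at 37°C. Luciferase activity was then read after 30 min with ONE-Glo at room temperature; rising signal flags genetic stress.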
MLL CXXC-DNA inh – inhibitors of human MLL CXXC domain-DNA interaction | Q03164 | MLL-CXXC / FITC-HOXA9 DNA fluorescence polarization | Potency, µM (top dose mostly 115 µM), without a hit: at the top dose activity change, negative = inhibition, most hits filed as inhibitors | 290,000 compounds, 0.037% hits | AID 2662; active means well fitted inhibition curve with a large enough effect in the polarisation, with a control signal flat, not every such curve was filed as active; inconclusive means small, poorly fitted or top-dose-only effect, or effect the other way, or a change in a side signal; inactive means no such curve, though single readings can be large or run the other way; the % refers to the polarisation
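Purified MLL-CXXC (added from a 7 uM solution) was preincubated 5 min at ambient with pinned compounds in 50 mM Tris-HCl pH 7.5, 50 mM NaCl, 1 mM DTT, 0.05% BSA. Fluorescein-labeled HOX-A9 DNA (50 nM solution) followed, 30 min, then polarization read.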
uPA generation – inhibitors of cell surface uPA generation; cell surface uPA generation assay, qHTS; Potency, µM (titrated, usually from 38.3 µM), for inactives: top-dose activity change, negative = inhibition, usual class: inhibitors; 330,000 compounds, 0.31% hits; AID 540303; active means well fitted inhibition curve with a large enough effect; inconclusive means small, poorly fitted or top-dose-only effect; inactive means no such curve, though single readings can be large or run the other way; tested in mouse RAW 264.7 cells; further: on the % scale 0 is the no-effect control and ±100 the full control effect; nearly all actives have a fitted effect of over 55% in size
FLuc modulator – counter-screen for miR-21 project: firefly luciferase inhibitors or activators. P08659. purified FLuc, Km substrates, luminescence inhibition. Potency, µM (titrated, usually from 57.5 µM), for inactives: at the top dose activity change, negative = inhibition, actives largely listed as inhibitors. 360,000 compounds, 6.9% hits. AID 588342;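 further: plate controls were vehicle for no effect and reference inhibitor for full effect; nearly all actives have a fitted effect of over 55% in size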
Target sequence (P08659 whole entry, looked up): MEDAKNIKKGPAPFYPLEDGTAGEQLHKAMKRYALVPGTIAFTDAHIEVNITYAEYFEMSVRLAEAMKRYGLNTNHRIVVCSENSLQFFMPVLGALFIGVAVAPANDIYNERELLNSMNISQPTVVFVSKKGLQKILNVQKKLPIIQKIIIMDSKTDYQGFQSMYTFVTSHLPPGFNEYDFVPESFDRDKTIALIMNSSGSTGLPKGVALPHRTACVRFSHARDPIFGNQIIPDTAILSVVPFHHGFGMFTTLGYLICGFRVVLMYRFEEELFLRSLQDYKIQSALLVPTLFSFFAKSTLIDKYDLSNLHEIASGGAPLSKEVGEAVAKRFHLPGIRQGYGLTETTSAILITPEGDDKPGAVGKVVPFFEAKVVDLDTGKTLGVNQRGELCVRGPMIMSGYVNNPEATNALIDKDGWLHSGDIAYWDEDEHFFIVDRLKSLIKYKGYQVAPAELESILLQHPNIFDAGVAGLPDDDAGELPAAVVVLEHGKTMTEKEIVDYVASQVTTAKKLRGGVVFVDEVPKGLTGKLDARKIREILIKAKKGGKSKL
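Biochemical qHTS of compounds, final roughly 60 µM downward over six points, against 10 nM purified firefly luciferase using Km concentrations of substrates (10 uM D-luciferin, 10 uM ATP) in Tris acetate pH 7.5 buffer; luminescence output.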
Rab9 promoter act – Rab9 promoter activation; Huh7 Rab9 promoter-luciferase reporter, luminescence, 24 h; Potency, µM (series often up to 9.22 µM), for inactives: at the highest dose activation, negative = inhibition, hits mostly activators; 320,000 compounds, 2.8% hits; AID 485297; further: % of control where 0% means no effect; nearly all actives have a fitted effect of over 60% in size
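Stable Rab9-luc Huh7, 1500 cells/well, 2 h settle; cmpd in DMSO, 24 h, 37 °C/5% CO2; luciferase reagent 10 min RT; luminescence.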
Gal4-VP16 FLuc – Gal4-VP16 reporter inhibition counter-screen; Drosophila S2 Gal4-VP16 UAS-luciferase, luminescence, 20 h; Potency, µM (series often up to 53.6 µM), for the others: top-dose activity, negative = inhibition, most hits filed as inhibitors; 310,000 compounds, 3.5% hits; AID 2546;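 further: Gal4-VP16 expression switched on by copper sulfate through the metallothionein promoter; on the % scale 0 is the no-effect control and ±100 the full control effect; nearly all actives have a fitted effect of over 50% in size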
* marks the source's active call; other numbers are inactive results; ? = inconclusive; / = not tested or not shown; & = joins results of further samples; [ ] = dose if it differs, or a comment. Unless noted, the call rests on the fitted dose curve; in most records, active means well fitted curve in the direction sought with a large enough effect; inconclusive means small, poorly fitted or top-dose-only effect, or another doubt; inactive means no such curve, though single readings can be large; an effect the other way counts as inactive or inconclusive. Potency means the concentration at half of the fitted maximal effect. This is a subset, so the mix of outcomes need not match the whole.

SMILES | RORg inh | NPC1 prom act | p53 reactivator | BRCA1 expr act | MBNL1 CUG block | ELG1 genotox | MLL CXXC-DNA inh | uPA generation | FLuc modulator | Rab9 promoter act | Gal4-VP16 FLuc
O=C(Nc1ccc2c(c1)OCCO2)c1cccc(Cl)c1 | 21%[1.91 µM] | 3.2µM* | 14% | ? | -2% | ? | -9% | -3% | 3µM* | 2µM* | -7%
CCN(CC)C(=O)CC(c1cc(OC)c(OC)c(OC)c1)c1c(OC)cc(OC)c2ccc(=O)oc12 (configuration not stated) | 3%&-28% | -5% | -6% | -9% | 15% | 10% | -7% | 12% | 0% | -2% | 0%&7%
O=C(COC(=O)c1ncc(Cl)c(Cl)c1Cl)NC(=O)NCc1ccccc1 | -34% | -4% | 1% | -13% | 14% | 1% | -2% | 2% | 3% | 11% | -7%
COc1ccc(-c2csc(N(CC3CCCO3)C(=O)c3ccc(C)cc3)n2)cc1 (configuration not stated) | ? | -5% | -22% | -62% | 10% | 0% | 4% | / | 7% | -7% | -29%
CC1CCN(C(=O)CSc2ccc(-c3cccnc3)nn2)CC1 | 15% | -3% | -6% | -22% | -5% | 3% | -7% | -2% | 0% | 2% | -12%
O=C(NCCc1ccccc1)C1CCCN(S(=O)(=O)c2cnc[nH]2)C1 (configuration not stated) | -1% | 5% | 0% | -8% | -2% | -4% | -13% | 7% | 1% | 8% | 6%
Cn1c(SCC(=O)Nc2ccc3c(c2)OCCO3)nnc1-c1ccccn1 | -30% | -2% | 17% | 10% | -9% | 0% | -7% | 3% | 3%[2.3 µM] | 3% | -2%
CCCCC1(O)CC(C(F)(F)F)=NN1C(=O)COc1ccccc1 (configuration not stated) | -35% | -6% | 6% | -35% | -4% | -1% | -7% | 1% | 2% | -2% | -9%
O=C(CSc1nnnn1C1CCCCC1)Nc1nc2c(s1)CCCC2 | -37% | / | / | -6% | -6% | / | 6% | 3% | -3% | / | 8%
CCOC(=O)C1CCCc2c1[nH]c1c(C(=O)O)cccc21 (configuration not stated) | 4% | -6% | 2% | 4% | -14% | -1% | -12% | 0% | -2% | 12% | 3%
COc1ccc(C2c3ccc(O)cc3Oc3ncn(CCN4CCOCC4)c(=N)c32)cc1OC (configuration not stated) | 2% | -7% | -4% | -2% | / | 8% | -1% | -2% | 6% | 0% | -9%
COc1ccc(-c2oc3ccccc3c2C(=O)OCc2ccccc2)cc1 | 16% | ? | / | -10% | 2% | 6% | -3% | 11% | ? | 25% | 17%
CCOP(=O)(OCC)c1ccc2c(c1)C(=O)c1ccccc1CC2 | / | 8% | -1% | 11% | / | 3% | / | 8% | -12% | -6% | /
O=C(NCC1CC1)Nc1cccc(Cl)c1 | 14% | 6% | 17% | 92% | -2% | 10% | -6% | -2% | ? | 23% | -12%
CC1=C/C(=N\NC(=O)c2cccs2)CC(C)(C)C1 | 6.3µM* | -11% | 3% | 2% | 6% | 1% | 7% | 8% | -3% | 0% | 11µM*
CCN(CC(=O)Nc1ccc(NC(C)=O)cc1)C(=O)c1ccccc1CCc1ccccc1 | / | -1% | 0% | -31% | / | -5% | / | -2% | 4% | -4% | /
Cc1ccc(S(=O)(=O)Nc2ccc(N3CCOCC3)cc2)cc1[N+](=O)[O-] | 1% | 1% | 0% | -11% | 19% | -4% | -2% | -2% | 0% | 8% | -17%
CCOC(=O)C1CCN(c2nc(-c3ccc(Br)cc3)nc3ccccc23)CC1 | 23% | -7% | 0% | -59% | 0% | -6% | 5% | 0% | -1%&0% | -18% | 1%
Cc1nnc2ccc(-c3ccc(NC(=O)c4ccco4)cc3)nn12 | -24% | -5% | 1% | -8% | ? | 20% | 1% | 11% | 2% | 0% | 11%
O=C(Nc1ccc2c(c1)nc1n2CCCCC1)c1cc(S(=O)(=O)N2CCOCC2)ccc1Cl | ? | -16% | 0% | -9% | -6% | -6% | 1% | -9% | ? | -10% | 13µM*
CCN1C(=O)/C(=C\C(=O)c2cccs2)c2cc(Br)ccc21 | ? | -2% | -5% | -14% | -5% | ? | 27% | 9% | ? | -6% | ?
N/C(Cc1nc(-c2ccc(F)cc2)cs1)=N\O | -23% | -2% | 1% | 44% | 7% | -4% | 0% | 5% | -5% | 17% | -3%
CC(C)NS(=O)(=O)c1ccc(OCC(=O)Nc2ccc(F)cc2F)cc1 | 6% | -1% | -6% | 0% | 6% | 3% | -3% | 15% | 0% | 14% | 16%
CCCCC(=O)NCCNc1nc2c(c(=O)n(C)c(=O)n2C)n1Cc1ccc(F)cc1 | -18%[10 µM] | -4% | -5% | -8% | 3% | -3% | 3% | 2% | 7% | 5% | -26%
COc1cc(/C=C/c2ccc3cccc([N+](=O)[O-])c3n2)ccc1OCC(=O)O | 9% | 1% | -3% | 16% | ? | -1% | 6% | ? | 1.9µM* | 2% | -19%
CCOc1cc(S(=O)(=O)NCc2cccnc2)c(C)cc1C | 10% | -5% | -1% | -1% | 3% | 0% | -5% | 0% | 0% | -8% | -15%
S=c1[nH]nc(C2CCCCC2)n1/N=C/c1ccc(Br)cc1 | 1.4µM* | -1% | 8% | -7% | 1% | -10% | -11% | -20% | -2% | -5% | ?
COc1ccc(N(CCC#N)C(=O)/C(C#N)=C/c2cccs2)cc1 | -17% | -11% | -3% | -13% | / | 7% | -1% | -3% | -2% | 7% | 24%
CCOc1ccc(/C=N/NC(=O)c2ccc(Cn3cc([N+](=O)[O-])cn3)o2)cc1 | 4% | / | / | 46% | ? | / | -3% | -7% | 4.8µM* | / | 25%
O=C(Nc1ccc2nc(-c3ccc4nc[nH]c4c3)[nH]c2c1)c1cccs1 | 1% | -1% | -1% | 4% | -21% | -1% | ? | 5% | 21µM* | -3% | -6%
CCOc1ccccc1Nc1nc(-c2cccnc2)cs1 | ? | -2% | / | 55% | 12% | -6% | -1% | 3% | ? | 6% | 11%
CCCS(=O)(=O)N1CCCC(C(=O)Oc2ccc(C)c(C)c2)C1 (configuration not stated) | -14% | -7% | / | 22% | 3% | 0% | 3% | 1% | 0% | -2% | -8%
Nc1ncc(-c2ccccc2)n1CC1CCCO1 (configuration not stated) | 13µM* | 2% | 23% | -23% | -15% | -4% | 9% | -8% | 4% | -3% | ?
COc1ccc(Cc2nnc(NC(=O)CSc3ccc(C)cc3)s2)cc1OC | 11µM* | 3% | -3% | -16% | 6% | -6% | -12% | -2% | -8% | 2% | ?
COc1cc(C2NC(=O)NC(C)=C2C(=O)OC2CCC(C)CC2)ccc1O (configuration not stated) | -1% | 5% | -12% | 5% | -11% | 6% | 2% | 7% | -2% | 0% | -20%
CN(CC(=O)Nc1cc(Cl)cc(Cl)c1)Cc1cccs1 | 17% | -5% | 5% | -2% | -13% | -4% | 0% | 1% | -3% | 1% | -22%
Cc1[nH][nH]c(=O)c1/C=N/N1CCOCC1 | 2% | -2% | 2% | -9% | 1% | 13% | 15% | 4% | -1% | -4% | 7%
Cc1ccc(S(=O)(=O)N(CC(=O)NCc2ccncc2)Cc2ccccc2F)cc1 | -13% | 0% | 25% | -23% | 0% | -14% | 3% | 1% | 1% | 1% | 4%
O=C(Nc1ccccc1Cl)NC1(C(=O)N2CCC(O)CC2)CCCCC1 | 21% | -4% | 5% | 8% | -5% | -11% | 10% | -2% | 0% | 0% | -7%
O=C1CC(=C(c2ccccc2)c2ccccc2)C(=O)N1CCN1CCN(c2cccc(Cl)c2)CC1 | 44% | -4% | 3% | -60% | 4% | -3% | 5% | -3% | 3% | -1% | 0%
CCC(C)[C@H](NC(=O)NCc1ccc(Cl)cc1)C(=O)OC (some centres not stated) | -6% | 5% | -3% | 0% | 2% | -4% | -7% | 4% | 2% | 5% | 6%
O=C(CN(CC1CCCO1)C(=O)CNS(=O)(=O)c1ccc(F)cc1)NCCc1ccccc1 (configuration not stated) | 2% | 3% | -3% | 2% | -5% | 5% | -1% | 0% | 1% | -2% | -4%
c1ccc2c(c1)ncn2-c1ccc(-c2ccnc(-c3ccncc3)n2)cc1 | 0% | -4% | -7% | -7% | -21% | 1% | 49%[activator] | 7% | -2% | -1% | -4%
CCCN(Cc1nnc(-c2ccccc2Cl)o1)C(=O)c1cccc(S(=O)(=O)N2CCOCC2)c1 | 1% | 2% | -7% | 6% | -2% | -2% | -5% | -9% | 4% | 7% | -9%
COc1ccc(CCNC(=O)C2C3CCC(C3)C2C(=O)O)cc1OC (configuration not stated) | -6% | -1% | 8% | 31% | -10% | 4% | 5% | -4% | 5% | 0% | -2%
